# All columns: NCI-60 one-dose screen, growth in % after 48 h at 10 µM unless noted; 100 = growth as untreated, 0 = no growth, -100 = all killed.
# SK-MEL-28 = SK-MEL-28 melanoma | 4.1% of 81,000 active
# MDA-MB-435 = MDA-MB-435 melanoma | 7.8% of 82,000 active
# UACC-257 = UACC-257 melanoma | 4.4% of 78,000 active | AID 1794764
# SK-MEL-5 = SK-MEL-5 melanoma; 6.4% of 80,000 active
# UACC-62 = UACC-62 melanoma; 5.4% of 81,000 active; AID 1794756
# LOX IMVI = LOX IMVI melanoma | AID 1794757 | 7.4% of 79,000 active
# MALME-3M = MALME-3M melanoma. 5.8% of 78,000 active. AID 1794766
# SK-MEL-2 = SK-MEL-2 melanoma | AID 1794763 | 4.7% of 77,000 active
# The depositor's hits bear a star; / = not tested or not shown; & = joins results of further samples. The calls were made as follows: active = growth percent below 10; inactive = the rest.
smiles,SK-MEL-28,MDA-MB-435,UACC-257,SK-MEL-5,UACC-62,LOX IMVI,MALME-3M,SK-MEL-2
COc1ccc2c(c1)c(-c1nc(-c3ccsc3)cs1)cn2C,105,104,/,100,94,95,107,94
COc1cc2c(cc1OCc1ccccc1)c(=O)ccn2-c1ccc(NC(=O)C2(C(=O)Nc3ccc(F)cc3)CC2)cc1,97,94,94,68,87,78,98,93
CCC1CCCCN1C(=O)OC (configuration not stated),107,87,106,105,103,117,89,109
N=C(c1ccccc1)c1ccccc1C(=O)c1ccccc1,100,101,96,100,83,91,97,92
COc1cc(C(=O)/C=C/c2c(-c3ccc(F)cc3)nc3sc(-c4ccccc4)c(-c4ccccc4)n23)cc(OC)c1OC,109,106,94,89,89,97,74,83
COCCNC(=O)c1cc2n(n1)C(C(F)(F)F)CC(c1ccc(Cl)c(Cl)c1)N2 (configuration not stated),110,101,100,103,112,98,99,102
COc1ccc(CCNC(=O)c2ccc(Cl)c(Cl)c2)cc1OC,100,94,/,96,109,97,84,107
CN(C)c1nc2ccccc2c2c(=O)c3ccccc3sc12,112,106,120,83,73,83,127,104
O=c1[nH]c(CCl)nc2c1cnn2-c1ccccc1,107,104,96,99,96,-39*,110,-90*
CN(C)C1(Cc2ccccc2)c2ccccc2-c2ccccc21,99,95,102,83,98,79,119,99

# The list continues:
smiles,SK-MEL-28,MDA-MB-435,UACC-257,SK-MEL-5,UACC-62,LOX IMVI,MALME-3M,SK-MEL-2
CC(Sc1nc2sc3c(c2c(=O)n1-c1ccc(Cl)cc1)CCCC3)C(=O)Nc1ccccc1 (configuration not stated),110,101,98,68,67,74,102,91
O=C(O)c1cn(C2CC2)c2cc(N3CCN(Cn4nc(-c5ccccc5)oc4=S)CC3)c(F)cc2c1=O,117,105,97,99,103,96,113,113
O=C(O)c1c([N+](=O)[O-])cnc2ccccc12,125,102,97,97,99,98,88,102
COC(=O)c1c(C)nc(C)c2c1C(=O)C=C(NCCN1CCOCC1)C2=O,113,105,114,86,89,88,65,89
C[C@@]1([N+](=O)[O-])CC2CCC1C2 (some centres not stated),105,97,105,108,105,102,93,107
COc1ccc(OC)c2c(=O)c(C(=O)O)c[nH]c12,110,100,104,103,104,92,100,98
COc1ccc(-c2nc(SCC(C)C)nc(N/N=C\c3ccc(F)cc3)c2C#N)cc1,99,92,102,103,89,97,81,104
COc1cccc(N=Nc2c(O)n(-c3ccc(Cl)cc3)n(-c3ccc(Cl)cc3)c2=O)c1OC,98,93,104,96,93,93,96,103
CC(=O)Nn1cnc2c(=S)nc[nH]c21,103,99,80,104,100,102,92,80
CC(=O)OCC(c1ccccc1)c1ccccc1,101,116,105,105,98,97,112,107

# Additional entries follow:
smiles,SK-MEL-28,MDA-MB-435,UACC-257,SK-MEL-5,UACC-62,LOX IMVI,MALME-3M,SK-MEL-2
CC(C)=CCC[C@](C)(O)[C@H]1CC[C@]2(C)[C@@H]1CC[C@@H]1[C@@]3(C)Cc4nccnc4C(C)(C)[C@@H]3CC[C@]12C,96,65,76,66,67,84,66,83
CCOC(=O)c1ccc2c(c1)nc(-c1ccc(Cl)cc1)n2-c1cc(C(C)(C)C)[nH]n1,36,-31*,73,0.5*,26,28,33,39
CCCCOc1ncnc2c1CC(C)c1cc(OC)ccc1N2C (configuration not stated),114,104,104,104,87,101,107,94
Nc1ccccc1-c1ccc(-c2ccc(O)cc2)c2c1[nH]c1ccccc12,73,58,75,43,45,63,68,72
O=C1COc2cccnc2N1,131,109,102,102,111,106,122,115
COc1ccc(/C(C#N)=C/c2cc(OC)c(OC)c(OC)c2)cc1,52,-49*,53,15,39,50,/,/
Cc1cc2ccccc2c[n+]1CC(O)c1ccccc1 (configuration not stated),114,108,99,93,105,99,/,101
CC1=C(SCC(=O)O)C(=O)c2ccccc2C1=O,97,104,82,72,/,84,125,87
Clc1ccc(C2CC(c3ccccc3Cl)=NN2c2ccc(-c3ccccc3)nn2)cc1 (configuration not stated),107,101,104,90,90,/,95,115
CCOC(=O)c1ccc(NC(=S)NC(=O)c2cccc(NC(=O)c3ccc(C)cc3)c2)cc1,85,86,79,86,75,52,72,89

# Next part
smiles,SK-MEL-28,MDA-MB-435,UACC-257,SK-MEL-5,UACC-62,LOX IMVI,MALME-3M,SK-MEL-2
COc1cc2c(c(OC)c1OC)C1(NCC2)C(=O)N(Cc2ccc(C)cc2)c2ccccc21 (configuration not stated),103,99,98,93,79,97,87,105
Nc1nc(N)c2nc(CNc3ccc(C(=O)N[C@@H](CCC(=O)O)C(=O)O)c4ccccc34)cnc2n1,47,36,42,25,11,13,69,63
OCCCC1CCN(C(Cc2ccccc2)c2ccccc2)CC1 (configuration not stated),65,96,96,101,98,93,94,52
CC(=O)OCC1O[C@@H](OC(C)=O)[C@@H](NC(=O)NS(=O)(=O)c2ccc(CCNC(=O)c3ccc(Cl)cc3)cc2)C(OC(C)=O)[C@@H]1OC(C)=O (some centres not stated),105,108,112,100,98,97,100,104
CC(C)Cc1csc(=S)[nH]1,113,107,103,103,99,110,120,102
CCOC(=O)C(Cc1ccccc1)n1c(O)c(C=Nc2cc(Cl)ccc2OC)sc1=S (configuration not stated),100,100,80,96,77,100,91,78
Nc1cc(Cl)nnc1Cl,111,99,87,103,95,97,/,101
c1ccc(COCCN2CCCCC2)cc1,109,103,107,98,107,99,105,107
CCc1cn(O)c(C)cc1=N,104,108,94,102,100,91,107,93
CCC(C)(C)C(=O)O[C@H]1C[C@@H](C)C=C2C=C[C@H](C)[C@H](CC[C@@H]3C[C@@H](O)CC(=O)O3)[C@H]21,62,69,87,/,/,-16*,94,26

# Next part.
smiles,SK-MEL-28,MDA-MB-435,UACC-257,SK-MEL-5,UACC-62,LOX IMVI,MALME-3M,SK-MEL-2
O=C(Nc1ccc2ncsc2c1)c1csc(Nc2ccc3[nH]ncc3c2)n1,69,-27*,64,9.4*,23,45,57,51
Nc1c(C(=O)Nc2cccc(C(F)(F)F)c2)sc2nc3c(cc12)CCCCC3,21,33,19,0.8*,13,8.9*,-20*,39
O=[N+]([O-])c1cccc(/C=C\C=C\c2ccccc2)c1,107,99,109,97,90,90,108,119
CS(=O)(=O)Nc1cccc(-c2ccc3ncnc(Nc4cncc(Cl)c4)c3c2)c1,44,50,50,36,29,11,40,2.4*
C=CCC(C(=O)OCC)(C(=O)OCC)C(C)CCC (configuration not stated),111,111,89,103,105,101,178,81
CCOC(=O)C(=CNc1ccccc1Cl)C(=O)OCC,116,77,103,77,72,96,140,/
Cc1ccnc(NS(=O)(=O)c2ccc(N=Nc3ccc(O)c4ncccc34)cc2)n1,104,88,91,96,87,89,100,97
CCN1C(=O)/C(=C/C(=O)OC)S/C1=N\NC(=O)c1cc2ccc1/C=C\c1ccc(cc1)/C=C\2,100,99,93,93,79,73,92,94
O=[N+]([O-])c1ccc(NN=C(c2ccccc2)c2ccccc2)nc1,112,101,101,95,81,80,149,92
CC(=O)c1ccc(NC(=O)CSc2nnc(-c3cc(-c4ccccc4)nc4ccccc34)n2-c2ccccc2)cc1,94,98,103,95,85,102,93,108

# Remaining list, next part.
smiles,SK-MEL-28,MDA-MB-435,UACC-257,SK-MEL-5,UACC-62,LOX IMVI,MALME-3M,SK-MEL-2
COc1cccc(-c2cnco2)c1OCc1c(C)c(COc2c(OC)cccc2-c2cnco2)c(C)c(COc2c(OC)cccc2-c2cnco2)c1C,56,55,58,45,42,46,43,61
Clc1ncnc2c1cnn2-c1ccccc1,102,101,97,98,93,101,108,101
Cc1cc(C(N)=O)c2ccccc2n1,118,111,109,118,107,101,109,103
NS(=O)(=O)c1ccc(Nc2nc(N3CCOCC3)c3ccccc3n2)cc1,96,96,103,93,96,99,80,98
CCOC(=O)c1nn(-c2ccccc2)cc1/C=C1\SC(=S)N(CCc2ccccc2)C1=O,91,98,85,99,70,91,89,106
COc1ccc(/C=N\NC(=O)c2cc(-c3ccc(Br)cc3)n(-c3ccc(OC)cc3)n2)cc1,88,76,93,88,67,91,89,95
C#CCCCCCCC[C@@H]1OC(=O)[C@H]([C@@H](C)CC)NC(=O)[C@H]([C@@H](C)CC)NC(=O)CC(=O)[C@@H]1C,108,105,117,101,89,92,93,106
O=C1CC(C(=O)O)C2(CCCCC2)O1 (configuration not stated),107,106,/,105,100,99,109,121
O=c1[nH]c(=S)[nH]c2sc3c(c12)CCC1(C3)OCCO1,105,97,95,113,103,86,87,94
Nc1nc(S)cc(=S)[nH]1,101,103,96,108,/,98,103,95

# Going on with the list:
smiles,SK-MEL-28,MDA-MB-435,UACC-257,SK-MEL-5,UACC-62,LOX IMVI,MALME-3M,SK-MEL-2
N#Cc1c(NN)n(C2OC(CO)C(O)C2O)c2ncnc(N)c12 (configuration not stated),-15*,-16*,-26*,-67*,-39*,-4.8*,-9.1*,/
Cc1ccc(S(=O)(=O)NC(=S)Nc2ccccc2)cc1,97,104,94,98,96,102,/,105
CCOC(=O)C(=Cc1ccc2c(c1)OCO2)C(=O)OCC,97,52,65,76,75,54,107,83
CCN(CC)c1ccc2c(cc1=O)[C@@H](NC(C)=O)CCc1cc(OC)c(OC)c(OC)c1-2,62,-44*,63,7.2*,19,25,99,4.7*
O=C1NC(=S)S/C1=C\N1N=C(c2ccc(F)cc2)CC1c1ccc(F)cc1 (configuration not stated),110,98,101,104,100,97,105,113
CCOC(=O)C(Nc1ccccc1)c1ccc(N)cc1 (configuration not stated),112,97,/,93,86,81,105,107
CC(C)OC(=O)[C@H](C)N[P@](=O)(OCC1=CC[C@H](n2ccc(=O)[nH]c2=O)O1)Oc1ccccc1,114,100,113,99,98,97,87,109
NC(N)=N/N=C/c1ccc(O)c(S(=O)(=O)O)c1,113,107,98,113,102,100,105,104
O=c1cc(CO)occ1O,116,118,/,79,88,105,96,64
COc1cc2oc(-c3cccc(C(=O)N[C@H](C(=O)OC(C)(C)C)C(C)C)c3)cc(=O)c2c(OC)c1OC,93,85,105,68,58,53,81,81

# Gathered by group, the entries above with an NH in an aromatic ring.
smiles,SK-MEL-28,MDA-MB-435,UACC-257,SK-MEL-5,UACC-62,LOX IMVI,MALME-3M,SK-MEL-2
O=c1[nH]c(CCl)nc2c1cnn2-c1ccccc1,107,104,96,99,96,-39*,110,-90*
COc1ccc(OC)c2c(=O)c(C(=O)O)c[nH]c12,110,100,104,103,104,92,100,98
CC(=O)Nn1cnc2c(=S)nc[nH]c21,103,99,80,104,100,102,92,80
CCOC(=O)c1ccc2c(c1)nc(-c1ccc(Cl)cc1)n2-c1cc(C(C)(C)C)[nH]n1,36,-31*,73,0.5*,26,28,33,39
Nc1ccccc1-c1ccc(-c2ccc(O)cc2)c2c1[nH]c1ccccc12,73,58,75,43,45,63,68,72
CC(C)Cc1csc(=S)[nH]1,113,107,103,103,99,110,120,102
O=C(Nc1ccc2ncsc2c1)c1csc(Nc2ccc3[nH]ncc3c2)n1,69,-27*,64,9.4*,23,45,57,51
O=c1[nH]c(=S)[nH]c2sc3c(c12)CCC1(C3)OCCO1,105,97,95,113,103,86,87,94
Nc1nc(S)cc(=S)[nH]1,101,103,96,108,/,98,103,95
CC(C)OC(=O)[C@H](C)N[P@](=O)(OCC1=CC[C@H](n2ccc(=O)[nH]c2=O)O1)Oc1ccccc1,114,100,113,99,98,97,87,109

# Further entries follow:
smiles,SK-MEL-28,MDA-MB-435,UACC-257,SK-MEL-5,UACC-62,LOX IMVI,MALME-3M,SK-MEL-2
CCN(CC)CCOC(=O)c1cc(OCc2ccccc2)c(OCc2ccccc2)c(OCc2ccccc2)c1,63,75,74,63,/,-17*,54,78
COc1cccc(-c2nc3sccn3c2-c2ccnc(NCCCNS(=O)(=O)c3cccc(Cl)c3)c2)c1,67,37,55,-13*,-7.0*,36,60,40
COc1ccc(/C=C/C(=O)c2ccc(NC(=O)CSc3nnc(-c4ccc5nc(-c6ccc(OC)cc6)[nH]c5c4)o3)cc2)cc1,98,93,103,78,85,18,82,114
COc1cc2nc(-c3ccc(C(F)(F)F)cc3)cc(OCCN3CCCCC3)c2cc1OC,70,91,37,70,90,-15*,74,105
O=C(CSc1ccc(Cl)cc1)NC(O)C(Cl)(Cl)Cl (configuration not stated),109,98,92,112,100,93,109,127
O=C(CCCN1CC=C(n2c(=O)[nH]c3ccccc32)CC1)c1ccc(F)cc1,104&104,102&96,111&102,96&93,93&100,89&95,86&94,36&111
OCCN(CCO)C(=S)S,113,108,80,95,92,107,95,121
O=C(CSc1nnc(COc2cnc3ccccc3n2)o1)Nc1cc(Cl)ccc1Cl,108,101,96,96,94,93,103,119
COc1nc2c(ccc3c2cnn3-c2ccc(Cl)cc2)cc1S(=O)(=O)c1ccccc1,91,77,87,91,84,73,80,91
Cc1cccc(OC(=O)c2ccccc2)c1,106,104,103,100,92,96,92,99

# Additional results.
smiles,SK-MEL-28,MDA-MB-435,UACC-257,SK-MEL-5,UACC-62,LOX IMVI,MALME-3M,SK-MEL-2
C=C1CC[C@@H]2[C@](C)(COC(C)=O)[C@H](OC(C)=O)CC[C@@]2(C)[C@@H]1C/C=C1/C(=O)OC[C@H]1OC(C)=O,38,33,67,56,30,-74*,78,/
Cc1nnc2c3nncn3c3ccccc3n12,104,100,98,107,104,94,100,92
COc1cc2nc(SCC(=O)NC3CCCCC3)n(-c3ccc(S(=O)(=O)Nc4ccc(Cl)nn4)cc3)c(=O)c2cc1OC,100,102,102,100,99,101,101,104
COc1cc2oc(-c3ccc(NC(=O)c4ccccc4)cc3)cc(=O)c2c(OC)c1OC,93,95,97,86,85,93,75,92
CC(C)(C)CC(N)=O,102,109,95,94,103,98,102,102
Clc1ccc(Cc2nc3ccccc3s2)cc1,112,92,98,97,88,74,/,110
c1ccc(SC23CC4CC(CC(C4)C2)C3)nc1,105,109,97,96,92,97,93,99
C#CCC1(c2ccco2)NS(=O)(=O)c2ccccc21 (configuration not stated),107,103,/,106,107,95,94,97
COc1ccc2c(c1)[nH]c1c(/C=C/c3ccccc3)nccc12,/,85,72,73,79,63,69,89

# Screens from PubChem BioAssay.
